# Screening data: PubChem, National Center for Advancing Translational Sciences (NCATS)
# JMJD2A Tudor inh: JMJD2A Tudor domain (human) inhibition; O75164; AlphaScreen JMJD2A-Tudor / H3K4me3 peptide binding; Potency, µM (titrated, usually from 114 µM), inactives show top-dose activity change, negative = inhibition, most hits filed as inhibitors; 4.4% of 390,000 active; AID 504339; note: potency is the fitted concentration of half-maximal effect; % is set by controls: 0 for no effect and ±100 for the full control effect; nearly all actives have a fitted effect of over 50% in size
# HP1b chromo inh: HP1-beta chromodomain-methylated histone interaction inhibition; AlphaScreen HP1-beta / biotin-H3K9me3 peptide binding; Potency, µM (highest dose often 114 µM), for the others: top-dose activity change, negative = inhibition, most hits filed as inhibitors; 0.56% of 390,000 active; AID 540317; note: potency is the fitted concentration of half-maximal effect; nearly all actives have a fitted effect of over 70% in size; inactives centre near 23
# Target sequence (P83916 whole entry, looked up): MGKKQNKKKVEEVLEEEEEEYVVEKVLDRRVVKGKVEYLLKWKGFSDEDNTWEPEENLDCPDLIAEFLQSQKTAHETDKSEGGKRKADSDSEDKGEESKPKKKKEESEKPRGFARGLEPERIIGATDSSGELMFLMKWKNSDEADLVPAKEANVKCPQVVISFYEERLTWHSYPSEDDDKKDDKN
#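 AlphaScreen: HP1-beta (50 nM) preformed 30 min with biotin-H3(1-18)K9me3 peptide (50 nM) in PBS pH 7.4, 0.01% Tween-20. Compound added for 30 min at RT, then streptavidin donor/nickel chelate acceptor beads (10 ug/mL) for 30 min.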
# GLS inhibitor: inhibitors of human glutaminase (GLS) | O94925 | GLS enzymatic activity, qHTS titration | Potency, µM (series often up to 45.5 µM), for inactives: top-dose activity change, negative = inhibition, usual class: inhibitors | 0.21% of 410,000 active | AID 624170; note: potency is the fitted concentration of half-maximal effect; % is set by controls: 0 for no effect and ±100 for the full control effect
#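 Two-point fluorescence kinetic (t0, 30 min RT) for hKGA; glutamate detected via glutamate oxidase–HRP–Amplex Red. Substrate: 1 mM L-glutamine solution; buffer 45 mM KH2PO4, pH 8.2.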
# ERG-DNA inh: ERG Ets/DNA interaction inhibition. Potency, µM (titrated, usually from 76.9 µM), for the others: at the top dose FP activity, negative = inhibition, most hits filed as inhibitors. AID 624246. fluorescence polarization, His-ERG Ets domain / labelled DNA. 0.028% of 370,000 active; active = well fitted inhibition curve with a large enough effect in the polarisation, with a control signal flat; inconclusive = small, poorly fitted or top-dose-only effect, or effect the other way, or a change in a side signal; inactive = no such curve, though single readings can be large or run the other way; the % refers to the polarisation;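 note: polarization taken with two DNA probes labelled with fluorescein and Texas red; potency is the fitted concentration of half-maximal effect; % of control where 0% means no effect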
# Target sequence (P11308 whole entry, looked up, the tested form may be a part): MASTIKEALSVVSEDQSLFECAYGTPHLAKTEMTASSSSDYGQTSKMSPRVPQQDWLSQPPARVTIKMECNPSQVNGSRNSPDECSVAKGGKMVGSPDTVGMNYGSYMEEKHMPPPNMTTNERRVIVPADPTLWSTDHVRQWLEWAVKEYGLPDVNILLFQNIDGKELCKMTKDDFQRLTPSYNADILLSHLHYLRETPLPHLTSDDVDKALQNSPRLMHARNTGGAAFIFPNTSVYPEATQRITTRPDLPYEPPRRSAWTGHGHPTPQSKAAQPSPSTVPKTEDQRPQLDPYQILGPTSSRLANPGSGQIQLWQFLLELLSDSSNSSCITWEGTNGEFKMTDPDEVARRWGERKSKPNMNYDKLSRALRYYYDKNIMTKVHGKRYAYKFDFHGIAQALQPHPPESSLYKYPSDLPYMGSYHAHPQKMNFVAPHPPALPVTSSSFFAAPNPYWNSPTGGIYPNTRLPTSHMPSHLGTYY
#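 His-tagged ERG Ets domain (1 uM in the protein solution; 300mM KCl, 50mM Tris-HCl, 1mM EDTA, 1mM DTT, pH 7.5) received compound, then a probe mix of 5 nM fluorescein-DNA and 100nM Texas-615-DNA. Fluorescence polarization was read for both dyes.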
# BAZ2B block: inhibitors of human BAZ2B bromodomain; Potency, µM (top dose mostly 114 µM), without a hit: top-dose activity change, negative = inhibition, usual class: inhibitors; AlphaScreen BAZ2B-H3K14Ac peptide displacement; 4.4% of 360,000 active; Q9UIF8; note: potency is the fitted concentration of half-maximal effect; % is set by controls: 0 for no effect and ±100 for the full control effect; nearly all actives have a fitted effect of over 60% in size
#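 AlphaScreen displacement of biotin-H3(5-23)K14Ac peptide (50 nM final) from BAZ2B (50 nM final) in PBS pH 7.4, 0.01% Tween-20; complex preformed 30 min RT, then compounds (top 110 uM) 30 min RT, beads 20 min dark.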
# G9a block: inhibitors of human histone lysine methyltransferase G9a; 8.8% of 350,000 active; G9a H3K9 monomethylation, AlphaScreen, 2 h; Potency, µM (titrated, usually from 102 µM), without a hit: at the highest dose activity, negative = inhibition, hits mostly inhibitors; Q96KQ7; note: potency is the fitted concentration of half-maximal effect; % is set by controls: 0 for no effect and ±100 for the full control effect; nearly all actives have a fitted effect of over 75% in size
#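 G9a (20 nM) was preincubated 15 min with compound, then reacted 2 h at room temperature with 500 nM biotin-H3K9 peptide and 20 µM SAM. Monomethyl-H3K9 detected by AlphaScreen using anti-H3K9me1 antibody.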
# PGK inhibitor: T. brucei PGK inhibition. 0.043% of 380,000 active. P07378. AID 602233. PGK/GAPDH coupled, Kinase-Glo luminescence, 60 min. Potency, µM (doses to about 57.5 µM), inactives show top-dose activity change, negative = inhibition, actives largely listed as inhibitors; note: potency is the fitted concentration of half-maximal effect; % is set by controls: 0 for no effect and ±100 for the full control effect; nearly all actives have a fitted effect of over 60% in size
#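 Recombinant glycosomal PGK reaction used 1,3-bisphosphoglycerate generated in-well by GAPDH (100nM final) in 100mM TEA pH 7.6, 5mM MgCl2, 0.01% Tween-20. After 60 minutes at room temperature, ATP was read by Kinase-Glo Plus luminescence end-point.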
# Pin1 inh: blocks the human prolyl isomerase Pin1. Q13526. Pin1 FP peptide displacement, HiFluor488, 10 min. Potency, µM (titrated, usually from 115 µM), for the others: top-dose activity, negative = inhibition, most hits filed as inhibitors. 0.009% of 390,000 active. AID 504891; active = well fitted inhibition curve with a large enough effect in the polarisation, with a control signal flat, not every such curve was filed as active; inconclusive = small, poorly fitted or top-dose-only effect, or effect the other way, or a change in a side signal; inactive = no such curve, though single readings can be large or run the other way; the % refers to the polarisation; note: potency is the fitted concentration of half-maximal effect; % is set by controls: 0 for no effect and ±100 for the full control effect
# Target sequence (Q13526 whole entry, looked up): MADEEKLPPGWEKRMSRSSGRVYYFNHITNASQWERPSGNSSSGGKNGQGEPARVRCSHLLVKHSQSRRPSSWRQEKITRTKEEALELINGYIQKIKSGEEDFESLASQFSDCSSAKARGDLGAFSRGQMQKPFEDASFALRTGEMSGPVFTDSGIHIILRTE
# PI4K2A inh: inhibitors of human PI4K2A. purified PI4K2A, ADP-Glo luminescence, 1 h; stronger effect = lower value. 0.13% of 420,000 active. activity change, negative = inhibition, % at 76.9 µM. AID 1346378; in the data active = activity change below about -50%; inconclusive = mostly about -30% to -49%;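 note: -100% = wells without enzyme as full effect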
#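 Compounds are screened against recombinant PI4K2A using PI as substrate and ATP, the latter dispensed at 300 microM. Reactions run one hour at ambient temperature before ADP-Glo detection; full inhibition defined by wells lacking enzyme.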
# * marks the source's active call; other numbers are inactive results; i = inactive; ? = inconclusive; · = no result given; & = joins results of further samples; [ ] = dose if it differs, or a comment. Unless noted, calls come from the whole dose curve; as a rule, active = well fitted curve in the direction sought with a large enough effect; inconclusive = small, poorly fitted or top-dose-only effect, or another doubt; inactive = no such curve, though single readings can be large; an effect the other way counts as inactive or inconclusive.
SMILES,JMJD2A Tudor inh,HP1b chromo inh,GLS inhibitor,ERG-DNA inh,BAZ2B block,G9a block,PGK inhibitor,Pin1 inh,PI4K2A inh
CCOc1ccc(NC(=O)CN(C2CCCCC2)S(C)(=O)=O)cc1,2%,25%,1%,-1%,-24%,-11%,-2%,5%,0
Clc1ccccc1CSc1nnc(-c2ccco2)c(-c2ccco2)n1,22µM*,20µM*,-2%,-6%,14µM*,?,?,?,0
Cc1cc2ccccn2c1C(=O)c1ccc(NN)c([N+](=O)[O-])c1,40µM*,32µM*,-11%,-1%,18µM*,10µM*,0%,-12%,3
COCCNC(=O)CSc1nc(-c2ccccc2)[nH]c1-c1ccc(OC)cc1,-13%,-9%,-3%,2%,?,-4%[59 µM],0%,0%,-1
Nc1ccc2nc(CCCCCCCCc3nc4ccc(N)cc4[nH]3)[nH]c2c1,50µM*,4%,6%,-2%,22µM*,32µM*,2%,1%,-2
CCc1ccccc1NC(=O)c1nnn(CC(=O)Nc2cccc(C)c2C)c1N,3%,19%,5%,3%,-32%,19%,-2%,1%,-2
CCC1CCCCN1S(=O)(=O)c1ccc(S(=O)(=O)N2CCN(S(=O)(=O)CC)CC2)cc1 (stereo unspecified),4%,31%,0%,-5%,-15%,-5%[2.33 µM],2%,-1%,-1
O=C(CSc1nc(O)cc(=O)[nH]1)N1c2ccccc2Sc2ccccc21,-31%,33%,16%,-3%,-29%,?,-3%,4%,-1
CCCC/C=C/C(NC(=O)c1ccc(-c2ccccc2)cc1)c1ccccc1 (stereo unspecified),-13%,37%,1%,-1%,·,·,-4%,-3%,-3
COc1cccc(/C=C(\C)C(=O)c2c(C)cc(C)[nH]c2=O)c1OC,-18%,22%,7%,9%,5%,24%[2.33 µM],4%,-4%,-1

# Reprinted from the part before: 3 entries, then new ones.
SMILES,JMJD2A Tudor inh,HP1b chromo inh,GLS inhibitor,ERG-DNA inh,BAZ2B block,G9a block,PGK inhibitor,Pin1 inh,PI4K2A inh
O=C(CSc1nc(O)cc(=O)[nH]1)N1c2ccccc2Sc2ccccc21,-31%,33%,16%,-3%,-29%,?,-3%,4%,-1
CCCC/C=C/C(NC(=O)c1ccc(-c2ccccc2)cc1)c1ccccc1 (stereo unspecified),-13%,37%,1%,-1%,·,·,-4%,-3%,-3
COc1cccc(/C=C(\C)C(=O)c2c(C)cc(C)[nH]c2=O)c1OC,-18%,22%,7%,9%,5%,24%[2.33 µM],4%,-4%,-1
O=C(Cn1ncnn1)OCc1ccccc1Cl,-3%,27%,4%,-1%,4%,11%[12.7 µM],5%,-2%,5
COc1ccccc1C1C(C(=O)c2ccco2)=C(O)C(=O)N1c1cc(C)on1 (stereo unspecified),-9%,25%,1%,2%,-21%,?,3%,-3%,2
CN(C)S(=O)(=O)c1ccc(S(=O)(=O)Nc2ccc3c(c2)oc2ccccc23)cc1,-21%,4%,11%,9%,-2%,6%[12.7 µM],·,1%,8
COc1ccc(NC(=O)C(NC(=O)CNC(C)=O)c2ccc(C)cc2)cc1 (stereo unspecified),-12%,19%,-3%,1%,-27%,-32%[59 µM],4%,2%,5
O=C(CCn1cnc2onc(-c3ccc(F)cc3)c2c1=O)N1CCN(c2ccccc2)CC1,?,9%,16%,-4%,-5%[57.1 µM],?,-8%,14%,-1
CSc1ccc(/C=N/Nc2nc(C)cc(=O)[nH]2)cc1,?,15%,-6%,3%,-6%,1%,4%,-1%,2
Cc1ccc(C)c(NC(=O)CCc2c(C)nn(-c3ccc(N4CCCC4)nn3)c2C)c1,-14%,28%,3%,3%,-1%,9%[59 µM],-14%,-1%,-3
CC(C)C1OC2(C)OC(=N)C1(C#N)C(C#N)(C#N)C2c1ccccc1 (stereo unspecified),-17%,22%,?,9%,-4%,0%[59 µM],-7%,?,0
Cc1ccc(NC(=O)COc2cccc3c2OC(C)(C)C3)c(O)c1,-2%,18%,11%,·,11%,24%[59 µM],4%,0%,2
Cc1cccc(C)c1NC(=O)CNC(=O)CCCN1C(=O)c2cccc3cccc(c23)C1=O,-10%,29%,5%,-6%,-2%,12%[12.7 µM],1%,11%,-4
COc1ccc(C(=O)N/C(=C\c2cccs2)c2nc3ccccc3[nH]2)cc1OC,-25%,20%,-8%,1%,3%,·,-14%,15%,-2
COc1ccc(Cc2c(O)nc(SCC(=O)NC34CC5CC(CC(C5)C3)C4)[nH]c2=O)cc1,-17%,30%&-9%,3%&12%,2%&4%,?,45µM*,4%,3%&0%,-3&5
COc1cc(OC)cc(C(=O)NCC(=O)Nc2ccc(-c3ccccc3)cc2)c1,-9%,13%,1%,3%,3%,14%,-7%,8%,-2
O=C(CN(CC1CCCO1)C(=O)Cn1nnc(-c2ccc(F)cc2)n1)NC1CCCCC1 (stereo unspecified),-12%,33%,7%,-4%,5%,9%[59 µM],-1%,1%,-4
O=C(NCCc1ccccc1)C(=O)NCC1OCCCN1S(=O)(=O)c1cc(F)ccc1F (stereo unspecified),-3%,6%,4%,2%,-3%,·,-3%,10%,-1
Cc1cc(NC(=O)c2cccc(S(=O)(=O)N3c4ccccc4CC3C)c2)no1 (stereo unspecified),-21%,16%,3%,4%,-24%,-2%,-4%,9%,3
COc1cccc(C(=O)NC2CCCN(C3Cc4ccccc4C3)C2)c1OC (stereo unspecified),-10%,23%,1%,-19%,-2%,20%,4%,2%,0
CCOc1ccc(NC(=O)c2oc3ccccc3c2NC(=O)COc2cccc(OC)c2)cc1,-5%,46%[activator],5%,-2%,?,7%[59 µM],-8%,4%,12
Cc1ccc(C2(c3noc(CN(C)CC4COCCO4)n3)CCCC2)cc1 (stereo unspecified),-4%,66%[activator],-4%,11%,1%,·,-10%,1%,-21
COc1cccc(N2C(=O)C3CC=C(Cl)CC3C2=O)c1 (stereo unspecified),-18%,29%,-4%,-10%,2%,20%[59 µM],i,?,5
Cc1cc(NC(=O)C(C)C)ncc1NC(=O)c1ccccn1,-15%,-7%,9%,0%,50µM*,18µM*,i,-15%,1
CCS(=O)(=O)c1ccc2oc(SCC(=O)NCCC3=CCCCC3)nc2c1,-10%,15%,1%,1%,-3%,13%[59 µM],2%,-2%,9
CN(C)S(=O)(=O)c1cccc(NC(=O)COC(=O)CCc2nc3ccccc3s2)c1,3%,30%,8%,-3%,-11%,?,-1%,5%,7
CC(OC(=O)Cn1c(C(F)(F)F)nc2ccccc21)C(N)=O (stereo unspecified),-8%,11%,9%,6%,8%,28%[59 µM],-8%,-4%,9
O=C(NCCc1ccccc1)c1ccc2c(c1)S(=O)(=O)c1cc(Cl)ccc1C2=O,-18%,8%,5%,-1%,-12%,18%[2.33 µM],-6%,0%,5
CCC1Sc2ccc(S(=O)(=O)CCC(=O)Nc3ccc(OC(F)(F)F)cc3)cc2NC1=O (stereo unspecified),-12%,28%,-11%,10%,-7%,-8%[59 µM],-3%,-1%,-1
CN(C)c1ccc(C2C3=C(CCCC3=O)OC3=C2C(=O)CCC3)cc1,?,-7%,14%,2%,-38%,?,-1%,-1%,-14
CSc1nc(Nc2ccc(C)cc2)c(C#N)c(-c2ccccc2)n1,0%,37%[activator],-11%,0%,-2%,-9%[59 µM],10%,-7%,-3
FC(F)(F)c1cccc(Nc2cc(-c3ccccc3)nc3ncnn23)c1,-10%,37%,-3%,-17%,-2%,21%,-8%,-1%,1
NS(=O)(=O)c1ccc(CCNC(=O)c2ccccc2OCc2ccc(F)cc2)cc1,1%,24%,3%,-5%,0%,3%,-2%,0%,4
COCCCNC(=O)C(C#N)c1nc2ccccc2nc1N1CCN(Cc2ccccc2)CC1 (stereo unspecified),-29%,14%,-1%,5%,-29%,-1%[59 µM],i,?,-10
O=C(Nc1ccccc1-c1nnn(CC(=O)N2CCN(c3ccccc3)CC2)n1)c1cccs1,-26%,16%,0%,·,6%,5%,-10%,-8%,-4
Cc1cccc(N2CCN(C(=O)c3cccc(N4CCCC4=O)c3)C(C)C2)c1 (stereo unspecified),?,-22%,37%[activator],-6%,-17%,·,0%,-4%,-3
CC1CN(C(=O)c2cc3cc(Br)ccc3[nH]2)CC(C)O1 (stereo unspecified),-12%,11%,-1%,0%,-19%,?,2%,16%,3
COC(/C=C/Nc1ccc(Cl)cc1)=C(C#N)C#N,3%,32%,-6%,-17%,-21%,-1%,-9%,1%,-1
O=C(CSc1nnnn1Cc1ccccc1)c1ccccc1F,-16%,39%[activator],4%,0%,-12%,7%,-8%,4%,0
Cc1nc(SCC(=O)N(CC(C)C)C2CCS(=O)(=O)C2)c(C#N)c(C)c1C (stereo unspecified),-6%,40%,-3%,-8%,10%,50µM*,-1%,4%,-1
CN(C(=O)/C(N=Nc1cccc(C(F)(F)F)c1)=C(\O)C(F)(F)F)c1ccccc1,-36%,-7%,6%,-3%,-31%,-18%[59 µM],-5%,-17%,-1
COc1ccc(NC(=O)CN(C)C(=O)Cc2n[nH]c(=O)c3ccccc23)cc1,-3%,44%[activator],-4%,11%,-5%,7%[12.7 µM],-9%,0%,0
Cc1ccc(C)n1-n1c(C)nc2scc(-c3cccs3)c2c1=O,?,-31%,-4%,3%,-45%,?,-6%,-1%,-4
